# KDM5B inh = Primary screen for KDM5B Histone Demethylases FDH-coupled qHTS | Lysine-specific demethylase 5B (Homo sapiens), Q9UGL1 | KDM5B demethylase, FDH-coupled NADH fluorescence (FDH is formaldehyde dehydrogenase) | Potency, µM (series often up to 57.7 µM), for the others: at the top dose activity change, negative = inhibition, actives largely listed as inhibitors | actives 2.6% (n = 220,000) | AID 1347165, 2019; active = well fitted inhibition curve with a large enough effect; inconclusive = small, poorly fitted or top-dose-only effect; inactive = no such curve, though single readings can be large or run the other way; also: 0% is about no effect; nearly all actives have a fitted effect of over 70% in size
#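 Here, H3K4me3 peptide (12.5 µM in substrate mix) is demethylated by KDM5BΔAP, 200 nM final, after 10 min compound exposure. Formaldehyde product is coupled through FDH (0.25 U/mL in mix) to NADH fluorescence; 30-min ΔRFU feeds dose-response curves.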
# Numbers without * were called inactive; i = inactive; ? = inconclusive; [ ] = dose if it differs, or a comment. Potency is read from the fitted curve at half-maximal effect. These rows are one share of the data, so the mix of outcomes need not match the whole.
# Start of the data: the first 17 compounds as a preview:
SMILES,KDM5B inh
Cc1ccc(-n2ncc3c(NC4CCCCCC4)ncnc32)cc1Cl,?
CN1C(=O)CO[C@H]2CN(C(=O)c3cnccn3)C[C@H]21,?
C[C@H](N)C(=O)N1CCC(n2nccc2NC(=O)Nc2ccccc2Cl)CC1,?
O=C([C@@H]1C[C@H](F)CN1C(=O)Cc1ccccc1F)N1CCCCC1,11%
CC(Sc1ccccc1C(=O)NCC(=O)C(C)(C)C)C(=O)Nc1ccc(F)cc1 (stereo not drawn),-8%
CCn1cc(C(=O)OCC(=O)Nc2ccc(F)cc2F)c(=O)c2ccc(C)nc21,-69%
Cn1c(Oc2ccc(F)cc2)c(C#N)c(=O)n(C)c1=O,?
COc1ccc(NC(=O)Nc2nnc(C)s2)cc1,7%
Cc1cccc(C)c1NC(=O)Nc1csc2c1CCCC2,-10%
O=C(COC(=O)C1CCN(S(=O)(=O)c2cccs2)CC1)NCc1ccc(F)cc1,29%
COc1ccccc1C(=O)NCCn1ccn2nc(-c3cc(C)ccc3C)cc2c1=O,-10%
COc1ccc(CCc2nc3nccc(-c4ccccn4)n3n2)cc1OC,-12%
O=C(c1ccccn1)N1CCC12Cc1ccccc1NC2=O (stereo not drawn),21%[86.2 µM]
COc1cc(OC)cc(-c2nc(-c3nnn4c3COC(c3ccc(C)cc3)C4)no2)c1 (stereo not drawn),-29%
Cc1cccc(C(=O)N2CCCC(c3nnnn3C)C2)c1 (stereo not drawn),-21%
CCC(CO)Nc1ncnc2c1cnn2-c1ccc(C)cc1 (stereo not drawn),?
CCOCCc1nn2c(=O)cc(COC(=O)c3ccccc3NC(=O)c3ccccc3F)nc2s1,7%

# All compounds of this part, previewed entries included:
SMILES,KDM5B inh
Cc1ccc(-n2ncc3c(NC4CCCCCC4)ncnc32)cc1Cl,?
CN1C(=O)CO[C@H]2CN(C(=O)c3cnccn3)C[C@H]21,?
C[C@H](N)C(=O)N1CCC(n2nccc2NC(=O)Nc2ccccc2Cl)CC1,?
O=C([C@@H]1C[C@H](F)CN1C(=O)Cc1ccccc1F)N1CCCCC1,11%
CC(Sc1ccccc1C(=O)NCC(=O)C(C)(C)C)C(=O)Nc1ccc(F)cc1 (stereo not drawn),-8%
CCn1cc(C(=O)OCC(=O)Nc2ccc(F)cc2F)c(=O)c2ccc(C)nc21,-69%
Cn1c(Oc2ccc(F)cc2)c(C#N)c(=O)n(C)c1=O,?
COc1ccc(NC(=O)Nc2nnc(C)s2)cc1,7%
Cc1cccc(C)c1NC(=O)Nc1csc2c1CCCC2,-10%
O=C(COC(=O)C1CCN(S(=O)(=O)c2cccs2)CC1)NCc1ccc(F)cc1,29%
COc1ccccc1C(=O)NCCn1ccn2nc(-c3cc(C)ccc3C)cc2c1=O,-10%
COc1ccc(CCc2nc3nccc(-c4ccccn4)n3n2)cc1OC,-12%
O=C(c1ccccn1)N1CCC12Cc1ccccc1NC2=O (stereo not drawn),21%[86.2 µM]
COc1cc(OC)cc(-c2nc(-c3nnn4c3COC(c3ccc(C)cc3)C4)no2)c1 (stereo not drawn),-29%
Cc1cccc(C(=O)N2CCCC(c3nnnn3C)C2)c1 (stereo not drawn),-21%
CCC(CO)Nc1ncnc2c1cnn2-c1ccc(C)cc1 (stereo not drawn),?
CCOCCc1nn2c(=O)cc(COC(=O)c3ccccc3NC(=O)c3ccccc3F)nc2s1,7%
Cc1c(C(=O)C(=O)N(C)Cc2ccccc2)c2ccccc2n1C,17%
CCCN(CCC)C(=O)c1nn(C)c2c1CSc1ccccc1-2,8%
CS(=O)(=O)N1CCC(C2CCN(Cc3ccc(C#N)cc3)C2)CC1 (stereo not drawn),?
COc1ccc(-c2ccc3c(c2)C(=O)N2CCN(C(=O)COCC(=O)O)C[C@@H]2C(=O)N3)c(OC)c1,?
CCCn1cnc2nc(COc3cc(NC(=O)COc4ccc(C)c(C)c4)ccc3C)cc(=O)n21,8%
O=C(NCc1ccco1)N1CC(c2noc(C3CCCN3CC3CC3)n2)C1 (stereo not drawn),?
CC(=O)Nc1ccc(S(=O)(=O)NC2(C(F)(F)F)NC(=O)N(c3ccccc3F)C2=O)cc1 (stereo not drawn),15%
O=C1OCCN1C1CCN(Cc2ccccc2)CC1,29%[149 µM]
CC(=O)Nc1ccc2c(c1)ncn2-c1ccccc1,26%
Cc1c(C#N)c(NC(=O)CN2CCNC(=O)C2)n(Cc2ccco2)c1C,11%
Cc1ccc2nc(CSc3nnc(NC(=O)CC(C)C)s3)cc(=O)n2c1,18%
COCC1CN(C2CCC2)CC12CCN(C(=O)c1ccccn1)CC2 (stereo not drawn),?
O=C(c1cc2ccccc2[nH]1)N1CC2CC(C1)[C@@H]1CCCC(=O)N1C2 (stereo partly drawn),3%
CCN1c2cc(C(=O)Nc3ccc(Br)c(C)c3)ccc2C(=O)N2CCCC21 (stereo not drawn),?
CCN(CC)CCCn1c(-c2ccccc2)cn2c3ccccc3nc12,?
COCc1ccc2c(c1)c(OC(C)(C)C(=O)N1CCN(CCO)CC1)nn2Cc1cccnc1,7%
O=C(c1cc(=O)c2ccccc2o1)N(Cc1ccco1)C1CCS(=O)(=O)C1 (stereo not drawn),3%
C=CCn1c(SCCO)nc2c1c(=O)[nH]c(=O)n2C,6%
COc1ccc(-c2noc(-c3nc(C(C)C)no3)n2)cc1OC,-23%
CCC(O)c1cc2n(n1)CCN(c1ncc(F)c(N3CCOCC3)n1)C2 (stereo not drawn),-19%
Cc1nn(C)c2c1c(C(F)(F)F)cc(=O)n2CC(=O)Nc1ccc(F)cc1F,?
CN(Cc1ccccc1)C(=O)C1CCN(S(=O)(=O)c2ccc3nc4c(c(C(=O)O)c3c2)CCCC4)CC1,?
Cc1ccc(-c2cc(C(=O)O)c3ccc(Br)cc3n2)cc1C,?
O=C(NCCc1ccncc1)C1CN(C(=O)c2cccc(Cl)c2)CC12CCOCC2 (stereo not drawn),-7%
CCCCCCC(=O)N(O)C1CC(=O)N(c2ccc(F)cc2)C1=O (stereo not drawn),?
CCOC(=O)C1=C(c2ccccc2)Nc2ncnn2C1c1ccc(Cl)cc1 (stereo not drawn),-18%
Cc1ccc(CNC(=O)CCC2CCCN(S(=O)(=O)c3ccc(F)cc3)C2)cc1 (stereo not drawn),9%
Fc1ccc(OCc2nnc(-c3ccccc3)o2)cc1,8%
O=C(CC1CCCC1)N1CCC(OC2CCN(Cc3ccccc3)CC2)CC1,-2%
COc1ccc(C(=O)N2CCC(Oc3ncccc3C(=O)N(C)C)C2)c(OC)c1 (stereo not drawn),22%
CN1Cc2nc(-c3cc(F)cc(F)c3)ccc2OCC1=O,9%[115 µM]
O=C(CSc1nc2c(c(C(F)(F)F)n1)CCc1ccccc1-2)NC1CCCC1,11%
COc1cc(/C=N\NC(=O)c2ccc(-c3ccccc3)cc2)cc(OC)c1OC(C)=O,?
Cc1cc(C)cc(NC(=S)NNC(=O)C(c2ccccc2)c2ccccc2)c1,15%
CCC(c1cccs1)N1C(=O)[C@H]2CN(S(=O)(=O)c3ccccc3)C[C@H]2C1=O (stereo partly drawn),-16%
N#C/C(=C\c1ccc(-c2cccc(Cl)c2)o1)c1nc2ccccc2[nH]1,-16%
NC(=S)c1ncc(C(F)(F)F)cc1Cl,10%
Cn1nc(C(=O)Nc2ccccc2C(=O)N2CCCC2)c2ccccc2c1=O,15%
CC(C)c1ccc(NS(=O)(=O)c2ccc(N3C(=O)CCC3=O)cc2)cc1,16%
Cc1csc(NC(=O)CCc2ncc(-c3ccccc3)o2)n1,0%
CC(C)CN1CC(=O)N2C(c3ccccc3)c3[nH]c4ccccc4c3C[C@H]2C1=O (stereo partly drawn),12%
CCSc1nn(CC(=O)Nc2ccc(C(=O)OC)cc2)c(N)c1S(=O)(=O)c1ccc(C)cc1,-25%
CC(NC(=O)C1CCOCC1)c1ccc(Cl)s1 (stereo not drawn),-22%

# The last two compounds of the section above are carried over, then new ones follow.
SMILES,KDM5B inh
CCSc1nn(CC(=O)Nc2ccc(C(=O)OC)cc2)c(N)c1S(=O)(=O)c1ccc(C)cc1,-25%
CC(NC(=O)C1CCOCC1)c1ccc(Cl)s1 (stereo not drawn),-22%
CCN(CC)CC(=O)NC(=O)NCCc1cccs1,21%
O=C(c1ccccc1)c1ccc2n1CCC2C(=O)Nc1cccc(F)c1 (stereo not drawn),-21%
COCCN1CCCCCC(O)c2cc(C(=O)NCC3CCCCC3)ccc21 (stereo not drawn),?
CCC(C)NC(=O)C(NC(=O)c1ccc(C)cc1)C1CCN(C(=O)c2ccccc2C)CC1 (stereo not drawn),17%
CC1=C/C(=N\NC(=O)c2ccc(N)cc2)CC1,3%
COC(=O)c1cn(C(=O)c2ccc(Cl)cc2)c2ccccc12,-30%
Nc1cccc(C(=O)c2ccc(F)cc2)c1,-15%
CC1CN(C(=O)CCc2cc(C(C)(C)C)c(O)c(C(C)(C)C)c2)CC(C)O1 (stereo not drawn),-4%
CC(C)(C)NC(=O)CCc1ccc(C#N)cc1,14%
CCNc1c(NC(=O)Nc2ccc(Br)cc2)c(=O)oc2ccccc12,-15%
COc1ccc(-c2ccc3nnc(CNC(=O)c4ccc[nH]4)n3n2)cc1,?
C[C@@H](NC(=O)Cc1ccccc1)c1c(-c2ccc(F)cc2)noc1C(=O)O,-1%[86.2 µM]
OCCNc1cc(N2CCCC(CO)(Cc3ccccc3F)C2)ncn1 (stereo not drawn),6%
COc1ccc(S(=O)(=O)NCCc2ccccc2)cc1-c1noc(C(C)(C)C)n1,2%
CCOC(=O)Nc1ccc2c(CN3C(=O)CCC3=O)cc(=O)oc2c1,?
CCCNc1cc(N2CCC(CCC(=O)N(C)CCc3ccncc3)CC2)ncn1,-46%
CC(C)CNC(=O)N1CCC2(CC1)CC(N(C)Cc1ccccc1)CCO2 (stereo not drawn),-18%
Cc1ccc(NC(=O)COc2ncnc3ccc(Br)cc23)c([N+](=O)[O-])c1,-8%
Nc1cccc(CO)c1,-1%
O=C(Nc1ccc2c(ccn2CCN2CCOCC2)c1)C1CCC1,12%
Cc1ccc(-c2onc(C)c2C)cc1S(=O)(=O)NCc1cccs1,?
COc1ccc(CN(C(=O)c2cc(Cl)cc(Cl)c2)C2CC2)c(OC)c1,-8%
CCOc1cc(C2CC(=O)Nc3cc(OC)cc(OC)c32)ccc1OC(C)C (stereo not drawn),13%
Cc1ncc2n1C(=O)N(C1CCN(C(=O)Nc3ccc(Cl)cc3)CC1)C2,-2%
Cc1ccc(C(=O)N2CCC3(CC2)CC(OCC2CC2)CCO3)cn1 (stereo not drawn),30%[activator]
COc1cccc(CNC(=O)Cn2c(N3CCc4ccccc4C3)nc(C)cc2=O)c1,35µM*
O=C(Cc1ccc(NC(=O)N2CCCCc3ccccc32)cc1)NCc1ccccc1Br,13%
NC(=O)c1ccccc1NCC(=O)Nc1ccccc1C(=O)NC1CCCC1,?
Cc1ccc2nc(-c3ccc(NC(=O)COc4c(C)ccc(C)c4C)cc3)sc2c1,-18%
COc1ccc(C(=O)Nc2cccc(C(=O)NC3CC3)c2)cc1S(=O)(=O)NC1CC1,13%
O=C1CCN(C(=O)c2ccoc2)CCCC(c2nc(-c3cccnc3)no2)CCN1 (stereo not drawn),-16%
Cc1cccc(CNC[C@H]2Cn3c(-c4ccc(Cl)cc4)cnc3CO2)n1,-6%[86.2 µM]
COc1cc(Cl)c(NS(=O)(=O)c2cc(-c3n[nH]c(=O)c4c3CCCC4)ccc2C)c(OC)c1,-13%
CCn1ncc(C(=O)N2CCC(C3CCN(S(C)(=O)=O)CC3)C2)c1C (stereo not drawn),-9%
O=C(Cc1ccccc1)N/N=C/c1ccc(S(=O)(=O)O)o1,1%
CN(CC(=O)Nc1ccccc1C(F)(F)F)C(=O)Cc1ccc2ccccc2c1,7%
O=C1NCc2ccccc2CC12CCN(CCCc1ccccc1)CC2,-3%[115 µM]
CN(C)CCCNc1oc(-c2ccccc2)nc1C#N,i
CCc1ccc(C(=O)NC2CCN(c3cnn(CCOC)c(=O)c3)CC2)cc1,17%
Cc1ccc(C)c(CN2CCN(c3nc4c(c(=O)[nH]c(=O)n4C)n3CCc3ccccc3)CC2)c1,11%
CC(C)(C)c1ccc(Oc2nc3ccccn3c(=O)c2/C=C(\C#N)c2nc3ccccc3s2)cc1,?
CCCNC(=O)c1ccccc1NC(=O)c1nc(-c2ccccc2)oc1C,13%
Cc1ccc(OCC(=O)Nc2cccc(-c3nc4ccccc4o3)c2)cc1C,12%
O=C1CCN(C(=O)[C@@H](Cc2ccccc2)NS(=O)(=O)c2cccs2)CCOCCN1,-28%
O=C(COc1ccccc1)N1CCN=C1SCc1ccc(F)cc1,27%
CC(C)c1ccc(NC(=O)NCC(O)c2ccc(F)c(F)c2)cc1 (stereo not drawn),13%
Cc1ccc(NC(=S)N2CCCCCC2)c(C)c1,-14%
O=C1CC(c2ccc(Cl)cc2)N=C(NC(=O)c2ccccc2)N1 (stereo not drawn),-11%
COc1ccc(C2C(C(=O)Nc3ccccc3)=C(C)Nc3nc(-c4ccccc4)nn32)cc1OC (stereo not drawn),?
CS(=O)(=O)N1CCC(Oc2ccc(C(=O)NCCc3ccccn3)cc2Cl)CC1,1%
Cc1ccccc1CNC[C@H]1O[C@H](Cc2cc(CN(C)Cc3ccccc3)on2)CC[C@@H]1O,123%[activator]
CCCc1nnc(NC(=O)Cc2coc3ccc(C(C)C)cc23)s1,-12%
CCC(C)NC(=O)c1ccc2c(c1)N(Cc1ccccc1F)C(=O)c1ccccc1S2=O (stereo not drawn),-2%
COc1ccc(Cc2noc(CN(C)CC3(N4CCOCC4)CCCCC3)n2)cc1OC,-13%
O=C(NCc1ccccc1F)c1ccc2c(c1)CN(Cc1cccnc1)CCO2,-17%

# Source: PubChem
